# HttQ103 aggreg: reduces HttQ103-GFP aggregates in PC12 cells. PC12 HttQ103-GFP aggregates, Acumen cytometry, 40 h. Potency, µM (highest dose often 46.1 µM), for inactives: at the top dose activity change, negative = inhibition, actives largely listed as inhibitors. 220,000 tested, 1.1% active; also: % is scaled to controls: 0 for no effect and ±100 for the full control effect; nearly all actives have a fitted effect of over 60% in size
#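 PC12 cells with ecdysone-inducible HTT exon1 Q103-GFP, induced by 100 nM tebufenozide, given compounds in a concentration series. GFP aggregates (1–25 um, 6 SD above background) counted in lysates by laser-scanning cytometry, 488 nm excitation.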
# GAA inhib: inhibitors of human lysosomal alpha-glucosidase. 200,000 tested, 0.005% active. Potency, µM (titrated, usually from 76.9 µM), inactives show at the highest dose activity change, negative = inhibition, hits mostly inhibitors. purified human GAA, 4-MU-alpha-glucoside fluorescence;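 also: plate controls were uninhibited enzyme wells for no effect and no-enzyme background for full effect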
#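 Enzyme (4 nM final) mixed with compound (up to 77 uM), then 4-MU-alpha-D-pyranoside (400 uM final) added; 20 min at room temperature, pH 5.0. Reaction stopped at pH 10, fluorescence read, AC50 derived by Hill fit.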
# GAA glycogen: GAA glycogen-cleavage inhibition or activation; P10253; recombinant GAA, glycogen substrate, Amplex Red glucose oxidase fluorescence; Potency, µM (doses to about 76.4 µM), without a hit: top-dose activity change, negative = inhibition, actives largely listed as inhibitors; 300,000 tested, 0.38% active; AID 2100;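 also: 0% = full enzyme reaction and -100% = no-enzyme basal signal; the screen sought inhibitors and activators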
#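 Natural-substrate format: glycogen cleavage by 4 nM human enzyme, glucose read by Amplex Red coupling (Ex 573, Em 610 nm). Normalized to enzyme and no-enzyme controls.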
# HTT ATP protect: cytoprotection in Huntington HTT-Q103 PC12 cell model. PC12 HTT-Q103 induced, cytoprotection, ATP luminescence, 40 h. Potency, µM (series often up to 56.4 µM), for the others: cytoprotection (ATP increase), usual class: activators. 230,000 tested, 0.14% active. AID 1471;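 also: % of control where 0% means no effect; nearly all actives have a fitted effect of over 45% in size; toxic huntingtin expression switched on by the ecdysone agonist tebufenozide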
#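 ATP quantification (ATPlite) reports survival of PC12 cells in which tebufenozide, 100 nM final, switches on Htt exon 1 with 103 glutamines linked to GFP; compounds are titrated.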
# IMPase Li cell: cell-permeable IMPase inhibitors with lithium potentiation; CHO-M1 cells, IP1 TR-FRET (IP-One), carbachol + lithium; Potency, µM (series often up to 59.4 µM), for inactives: at the top dose activity, negative = IMPase inhibition, most hits filed as inhibitors; 210,000 tested, 0.35% active;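 also: IP1 builds up when IMPase is blocked and the TR-FRET signal falls; plate controls were basal vehicle for no effect and high inhibitor control for full effect; nearly all actives have a fitted effect of over 50% in size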
#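 Lithium-sensitised IP1 accumulation assay; M1-expressing CHO cells treated 30 min at 37C with compound. Competitive antibody detection by time-resolved FRET followed a 10 min room-temperature lysis step.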
# RGS12 GoLoco inh: blocks human Gai1 binding to RGS12 GoLoco peptide, red readout; Potency, µM (highest dose often 61.6 µM), without a hit: at the top dose activity, negative = inhibition, usual class: inhibitors; P63096; Gai1:RGS12 GoLoco peptide FP, rhodamine, 10 min; AID 880; 230,000 tested, 0.44% active; active = well fitted inhibition curve with a large enough effect, not every such curve was filed as active; inactive = no such curve, though single readings can be large or run the other way; also: % is scaled to controls: 0 for no effect and ±100 for the full control effect; nearly all actives have a fitted effect of over 30% in size; many of its hits are not listed in these tables
# Target sequence (P63096 whole entry, looked up): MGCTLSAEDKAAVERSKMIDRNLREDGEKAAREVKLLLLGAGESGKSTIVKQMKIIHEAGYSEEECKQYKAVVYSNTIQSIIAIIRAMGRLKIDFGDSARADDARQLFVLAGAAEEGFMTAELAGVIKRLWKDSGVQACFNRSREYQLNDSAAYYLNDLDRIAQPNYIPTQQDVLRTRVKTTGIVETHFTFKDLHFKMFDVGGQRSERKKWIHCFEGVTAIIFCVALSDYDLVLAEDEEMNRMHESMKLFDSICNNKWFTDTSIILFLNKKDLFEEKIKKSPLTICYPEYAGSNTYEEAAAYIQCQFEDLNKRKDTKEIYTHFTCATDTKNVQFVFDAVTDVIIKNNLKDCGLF
# GAA spleen mod: inhibitors or activators of human alpha-glucosidase in spleen homogenate; 240,000 tested, 0.006% active; P10253; human spleen homogenate, 4-MU-alpha-glucoside fluorescence; Potency, µM (titrated, usually from 79.9 µM), inactives show at the highest dose activity change, negative = inhibition, most hits filed as inhibitors;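 also: 0% = enzyme with vehicle and -100% = no enzyme basal signal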
#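 Human spleen homogenate (1 ug) incubated with compounds and 1 mM 4-methylumbelliferyl-alpha-D-glucopyranoside in pH 5.0 citrate/phosphate buffer, 37 C, 40 min. Stopped at pH 10; 4-MU fluorescence (Ex 365/Em 440 nm); AC50 by Hill fit.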
# Starred values were filed as active, the others as inactive; ? = inconclusive; / = not tested or not shown; [ ] = another dose, or the depositor's remark. Unless noted, calls follow the shape of the dose curve; as a rule, active = well fitted curve in the direction sought with a large enough effect; inconclusive = small, poorly fitted or top-dose-only effect, or another doubt; inactive = no such curve, though single readings can be large; an effect the other way counts as inactive or inconclusive. Potency is read from the fitted curve at half-maximal effect. This is a subset; count on the stated rates, not on these rows.
SMILES,HttQ103 aggreg,GAA inhib,GAA glycogen,HTT ATP protect,IMPase Li cell,RGS12 GoLoco inh,GAA spleen mod
CCCCNC(=O)c1onc(CSc2ccc(F)cc2)c1C(=O)NCCCC,-18%[9.22 µM],/,-11%,-6%[10 µM],/,5%,0%
CC(C)C(=O)Nc1ccccc1Cc1ccccc1,3%,-3%,-8%,-26%,-1%,5%,/
Cc1cccc(-c2ccc(C=Nc3c(C)n(C)n(-c4ccccc4)c3=O)o2)c1,-5%,-16%,4µM*,-4%,-15%[38.3 µM],6%,4%
O=C(NNC(=S)NC(=O)c1sc2ccccc2c1Cl)c1ccc(Cl)cc1,-13%,-7%,-19%,22%[1.9 µM],-28%,-5%,4%
CCOC(=O)CN1NC2(CCCCCC2)NC1=S,-12%[9.22 µM],/,-10%,15%[10 µM],/,3%,1%
O=C(O)CN1C(=O)c2ccc(Oc3ccc4c(c3)C(=O)N(CC(=O)O)C4=O)cc2C1=O,-14%[9.22 µM],/,2%,2%[10 µM],/,14%,-1%
CCN(Cc1cc2ccccc2[nH]c1=O)C(=O)c1cccnc1,22%[9.22 µM],0%,3%,-3%[0.074 µM],1%[38.3 µM],5%,4%
COc1cccc(-n2c(=O)[nH]cc(C(=O)Nc3ccc(NC(C)=O)cc3)c2=O)c1,10%,-11%,3%,-6%[10 µM],2%[38.3 µM],7%,-1%
O=C(/C=C/c1ccc(-c2ccccc2[N+](=O)[O-])o1)c1ccc(Br)cc1,-22%,-2%,1%,1%[10 µM],16%,4%,-13%
O=C(Nc1nc2c(s1)COc1ccccc1-2)c1cccs1,?,-7%,29%,-45%[inhibitor],-7%[38.3 µM],16%,3%
O=c1cnc2cnc(N3CCOCC3)nc2n1Cc1ccc(F)cc1,/,/,/,-61%[inhibitor],2%,19%,-6%
O=C(OCC#CCSc1nc2ccccc2s1)c1ccco1,-1%,-5%,-5%,-12%,5%[38.3 µM],10%,2%
Cc1ccccc1NC(=O)c1cn(-c2ccccc2)nc1-c1ccccc1,-30%,?,-4%[76.3 µM],-16%[10 µM],12%,3%,-3%
Cc1cc2c3c(c1C)C1(C(=O)N3C(C)(C)CC2C)C(C#N)=C(N)OC2=C1C(=O)CC(C)(C)C2 (configuration not stated),-1%,0%,0%,-9%,11%[38.3 µM],-33%,3%
CC(NC(=O)c1ccc(CS(=O)(=O)c2ccc(Cl)cc2)o1)c1ccc2c(c1)OCCO2 (configuration not stated),-4%[9.22 µM],-2%,-3%,1%,35%[activator][38.3 µM],-8%,0%
O=C(CCN1C(=O)c2ccccc2C1=O)Nc1cccnc1,-30%,?,4%,-3%[10 µM],-1%,-2%,-1%
COc1ccc(C(C(=O)Nc2ccc(C(C)C)cc2)N(C)C(=O)CNC(C)=O)cc1 (configuration not stated),7%[9.22 µM],0%,5%,-3%,16%[38.3 µM],4%,-20%
COC(=O)c1cnc(SCc2ccc(Cl)cc2)n1C,4%,7%,-11%,-10%,1%,-5%,-3%
Cc1c(NC2(C#N)CCCC2)c(=O)n(-c2ccccc2)n1C,-4%,-11%,/,13%,5%,3%,2%
Cc1cc(-c2ccccc2N)n[nH]1,21%,?,-17%,-7%,-11%[38.3 µM],5%,-10%
O=C(O)C(Cc1c[nH]c2ccccc12)NS(=O)(=O)c1ccccc1 (configuration not stated),-16%,3%,-3%,/,-8%,4%,-4%
CCN(CC)Cc1cc(NC2=NS(=O)(=O)c3ccccc32)ccc1OC(=O)C(C)C,12%[9.22 µM],0%,4%,9%,17%[38.3 µM],-1%,-5%
CCCNS(=O)(=O)c1ccc(OCC(=O)N2CCC(C(=O)OCC)CC2)cc1,5%,3%,1%,2%[0.074 µM],19%[38.3 µM],-15%,-7%
O=C(O)c1c(C(=O)N2N=C3/C(=C/c4ccccc4)CCCC3C2c2ccccc2)cccc1[N+](=O)[O-] (configuration not stated),15%,2%,-2%,9%[10 µM],2%,-3%,3%
Cc1cccc(N(C(=O)C(F)(F)F)C(C(=O)NC2CCCCC2)c2cccs2)c1 (configuration not stated),14%,7%,20%,-33%,19%[38.3 µM],2%,?
# (cont.)
SMILES,HttQ103 aggreg,GAA inhib,GAA glycogen,HTT ATP protect,IMPase Li cell,RGS12 GoLoco inh,GAA spleen mod
Cc1ccc(SCc2cc(=O)[nH]c(N3CCOCC3)n2)cc1,-20%,?,-26%,1%,-1%[38.3 µM],11%,3%
Cc1c(Cl)cccc1NC(=S)N(Cc1cccs1)C1CCCC1,-8%,-3%,-7%,?,13%,2%,-4%
CCC(=O)Nc1ccc(/C=C(\C(C)=O)C(=O)c2ccccc2)cc1,13%[9.22 µM],/,3%,13%[10 µM],/,-3%,-12%
CCc1ccc(C(=O)NCc2cccs2)s1,4%,-10%,3%,-16%,14%[38.3 µM],2%,3%
CCNC(=O)COC(=O)/C=C/c1cccc([N+](=O)[O-])c1,15%,-10%,?,24%[10 µM],5%,8%,-17%
C=CCN1CC(C)/C(=N\O)CC1C (configuration not stated),-22%[9.22 µM],/,4%,8%[10 µM],/,0%,5%
C=CCNC(=O)/C(C#N)=C/c1ccccc1OCc1ccc(C(=O)OC)cc1,23%,7%,20%,4%[10 µM],17%,0%,2%
CCOC(=O)c1sc(=S)n(-c2ccc(C)cc2)c1N,-13%,-6%,0%,-21%,-1%,-2%,-13%
Cc1cccn2c1nc(=S)n2C(=O)c1ccco1,?,0%,0%,/,-11%,1%,3%
COC(=O)c1cccc(NS(C)(=O)=O)c1,5%[9.22 µM],/,12%,19%[10 µM],/,59%[activator],-8%
CC(=O)NC(CCS(C)(=O)=O)C(=O)Nc1cc(C)ccc1C (configuration not stated),-1%,3%,0%,2%[10 µM],12%[38.3 µM],4%,-3%
O=C1C2CC=CCC2C(=O)N1n1cnnc1 (configuration not stated),19%,8%,-7%,-45%,-1%,7%,7%
O=C(NNC(=O)c1cnccc1C(F)(F)F)c1cccc(Cl)c1,5%[9.22 µM],-12%,-10%,-1%[10 µM],/,10%,-1%
CCCCNS(=O)(=O)c1ccc2nc(-c3cccs3)cc(C(=O)NCC(OC)OC)c2c1,14%,?,-1%,/,-6%,5%,26%
Cc1nn(C(C)C)c(C)c1CN1CCCC(C(=O)c2cccc(OC(C)C)c2)C1 (configuration not stated),2%[9.22 µM],4%,20%,32%[10 µM],22%,7%,-13%
O=c1cc(CO)occ1O,-3%,/,/,-1%,1%,7%,5%
CCN(CC)CCN1C(=O)C(=O)/C(=C(/O)c2c(C)[nH]c(C(=O)OC)c2C)C1c1cccs1 (configuration not stated),2%,-8%,0%,0%,20%[38.3 µM],4%,-3%
C=CCC(C#Cc1ccccc1)[N+](C)(C)CC=C (configuration not stated),-9%,1%,-24%,-6%,39%[38.3 µM],6%,-5%
CC1CN(CC(=O)c2c(N)n(Cc3ccccc3)c(=O)n(C)c2=O)CC(C)O1 (configuration not stated),25%,8%,7%,20%,43%[38.3 µM],-14%,-7%
c1ccc(Cn2c(-c3ccccc3)c[n+]3c2SCCC3)cc1,6%[9.22 µM],/,6%,-12%[10 µM],/,-2%,2%
O=C(Nc1ccc2c(c1)CCC2)C1CCCN(c2ncccn2)C1 (configuration not stated),9%,-5%,3%,-22%[10 µM],-6%[38.3 µM],5%,-5%
CCCNC(=O)C(Sc1ccccc1)c1ccccc1 (configuration not stated),1%,0%,-2%,10%[10 µM],2%,3%,-16%
COc1ccc(-c2[nH]ncc2-c2cscn2)c(O)c1,2%,1%,-10%,-31%,1%,6%,-3%
CCOC(=O)CNC(=O)CSc1nc(N)cc(N)n1,14%,?,4%,8%[10 µM],18%[38.3 µM],3%,-1%
COc1ccc(CC(=S)N2CCOCC2)cc1,7%,?,0%,-2%[10 µM],19%[38.3 µM],-15%,-3%
COc1ccc(-c2nnc3n2N=C(c2ccccc2)CS3)cc1OC,-16%,-6%,-2%,-8%[0.074 µM],20%[38.3 µM],-6%,8%
O=c1[nH]c(NCc2ccccc2)nc2c1CCCC2,11%,-16%,8%,13%[10 µM],5%,6%,5%
Cc1sc(-n2cccc2)c(C(=O)O)c1C,11%,-6%,0%,-9%,-4%[38.3 µM],17%,5%

# By substructure, the compounds so far containing a thiophene ring, fused or not (eight)
SMILES,HttQ103 aggreg,GAA inhib,GAA glycogen,HTT ATP protect,IMPase Li cell,RGS12 GoLoco inh,GAA spleen mod
O=C(NNC(=S)NC(=O)c1sc2ccccc2c1Cl)c1ccc(Cl)cc1,-13%,-7%,-19%,22%[1.9 µM],-28%,-5%,4%
O=C(Nc1nc2c(s1)COc1ccccc1-2)c1cccs1,?,-7%,29%,-45%[inhibitor],-7%[38.3 µM],16%,3%
Cc1cccc(N(C(=O)C(F)(F)F)C(C(=O)NC2CCCCC2)c2cccs2)c1 (configuration not stated),14%,7%,20%,-33%,19%[38.3 µM],2%,?
Cc1c(Cl)cccc1NC(=S)N(Cc1cccs1)C1CCCC1,-8%,-3%,-7%,?,13%,2%,-4%
CCc1ccc(C(=O)NCc2cccs2)s1,4%,-10%,3%,-16%,14%[38.3 µM],2%,3%
CCCCNS(=O)(=O)c1ccc2nc(-c3cccs3)cc(C(=O)NCC(OC)OC)c2c1,14%,?,-1%,/,-6%,5%,26%
CCN(CC)CCN1C(=O)C(=O)/C(=C(/O)c2c(C)[nH]c(C(=O)OC)c2C)C1c1cccs1 (configuration not stated),2%,-8%,0%,0%,20%[38.3 µM],4%,-3%
Cc1sc(-n2cccc2)c(C(=O)O)c1C,11%,-6%,0%,-9%,-4%[38.3 µM],17%,5%

# Three compounds already listed, ordered by the number in GAA inhib, lowest first:
SMILES | HttQ103 aggreg | GAA inhib | RGS12 GoLoco inh | GAA spleen mod
O=c1[nH]c(NCc2ccccc2)nc2c1CCCC2 | 11% | -16% | 6% | 5%
CCNC(=O)COC(=O)/C=C/c1cccc([N+](=O)[O-])c1 | 15% | -10% | 8% | -17%
O=C(Nc1ccc2c(c1)CCC2)C1CCCN(c2ncccn2)C1 (configuration not stated) | 9% | -5% | 5% | -5%

# Source: PubChem BioAssay
